# PGC1a acetyl inh – modulators of PGC1a acetylation; U2OS PGC1a acetylation, AlphaScreen anti-acetyl-lysine; with virally co-expressed GCN5 acetyltransferase; inhibition, % at 15.6 µM; hit rate 0.17% among 350,000;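 active = every replicate shows inhibition of at least 40%; inconclusive = mean inhibition at least 40% but some replicate below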;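 note: 0% = neutral control wells and 100% = positive control wells; some results beyond the cut were filed as inactive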
# LGR2 inh – blocks bursicon-induced cAMP signaling via Drosophila LGR2. AID 720647. hit rate 0.35% among 380,000. HEK293 LGR2, CRE-luciferase, bursicon-stimulated, 4 h. inhibition, % at 9.99 µM;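 active = drop in luminescence signal, shown as inhibition above about 50% in the replicate tests, limit read from the data, passing the limit was not always enough; inconclusive = probably only some replicates passing the limit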;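 note: agonist challenge used bursicon conditioned medium at about half maximal strength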
# SIRT5 block – sirtuin-5 (human) deacylase inhibition | Q9NXA8 | Purified SirT5, succinyl-peptide AMC, trypsin-coupled fluorescence | inhibition, % at 15 µM | hit rate 1.1% among 330,000 | AID 652115; in the data active = inhibition above about 15%; inconclusive = no clear call, values can overlap the other calls
# Target sequence (Q9NXA8 whole entry, looked up): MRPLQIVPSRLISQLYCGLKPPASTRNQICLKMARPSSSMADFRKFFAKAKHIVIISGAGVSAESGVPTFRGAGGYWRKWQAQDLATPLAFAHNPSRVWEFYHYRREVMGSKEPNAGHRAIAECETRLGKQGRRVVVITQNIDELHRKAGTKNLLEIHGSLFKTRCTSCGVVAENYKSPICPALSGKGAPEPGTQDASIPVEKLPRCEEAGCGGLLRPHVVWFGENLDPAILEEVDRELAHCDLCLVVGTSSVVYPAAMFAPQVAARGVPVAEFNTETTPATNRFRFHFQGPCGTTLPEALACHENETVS
# Statin myotox sup – protects C2C12 myotubes from simvastatin toxicity. rescue of ATP level, % at 7.49 µM. hit rate 0.78% among 330,000. ATP luminescence, 48 h; scaled: DMSO 0, geranylgeraniol control 100;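 active = mean ATP rescue above about 67%, or every replicate alone reaching that limit, limit read from the data, passing the limit was not always enough; inconclusive = no clear call, values can overlap the other calls; inactive = mean under the limit and some replicate under it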;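 note: myotubes were challenged with 10 µM simvastatin during compound exposure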
# Cneo AK release – Cryptococcus neoformans lysis via adenylate kinase release. C. neoformans lysis, adenylate kinase release luminescence, 4 h; normalised: neutral wells 0, clomiphene wells 100. lysis activity, % at 15 µM. hit rate 0.2% among 360,000. AID 651654;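 active = mean lysis activity across replicates of at least 80%, whatever share of replicates individually reach that level; inactive = mean lysis activity below 80%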
#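 Assay system: C. neoformans cells. Amount: yeast cell density of 5 × 10^6 cells/mL. Technique: AK luminescence. Buffer or medium: YPD. Times: static 4 h at 37 °C with compound, 1 h detection. Dosing: single-point compound dose. Read-out: lysis from increased AK signal.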
# ERAP1 HTS inh – ERAP1 (human) enzyme inhibition; inhibition, % at 10.7 µM; hit rate 0.15% among 340,000; recombinant ERAP1, Leu-AMC fluorescence, 60 min; Q9NZ08;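 active = mean replicate inhibition of at least 30%, or all replicates individually reaching that 30% level; inactive = mean below 30% and not every replicate reaching it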;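 note: 0% = neutral control wells and 100% = L-leucinethiol positive control wells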
# S100A4 inh HTS – blocks human S100A4 binding to myosin IIA peptide | S100A4/TAMRA-MyoIIA peptide fluorescence polarization | inhibition, % at 10.7 µM | hit rate 0.14% among 360,000;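 active = mean inhibition of at least 70% across replicates, with every replicate also reaching that level; inconclusive = mean inhibition reaches 70% but some replicates fall short; inactive = mean inhibition below 70%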
# Target sequence (P26447 whole entry, looked up): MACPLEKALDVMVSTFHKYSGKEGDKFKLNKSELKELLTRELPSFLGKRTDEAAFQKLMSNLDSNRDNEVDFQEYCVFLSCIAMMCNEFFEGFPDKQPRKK
#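 Material: S100A4 monomer protein | Medium: HEPES pH 7.2 with CaCl2, KCl, NaCl, DTT, Triton | Reagent: Labelled myosin peptide probe, 5 nM | Doses: One dose per compound | Times: 5 min incubation before reading | Benchmarks: Neutral control DMSO, positive control TFP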
# Xi reactivation – reactivates the inactive X chromosome in mouse fibroblasts | XiGFP mouse fibroblasts, % GFP-positive cells imaging, 3 d; cells co-treated with 5-aza-dC sensitizer; scaled so ellipticine positive control = 100% | activation, % at 7.58 µM | hit rate 0.055% among 360,000 | AID 743238;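 active = mean normalized replicate activation at least 10% and every replicate at or above 10%; inconclusive = only one of the two criteria met; inactive = mean below 10% and not all replicates reach 10%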;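 note: 0% = median of on-plate neutral control wells and 100% = ellipticine 6 µM median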
#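 Assay system – SV40-immortalized XiGFP fibroblast cells, line 68-5-11 · Buffer or medium – DMEM supplemented with 5-aza-dC as sensitizing agent · Dosing – one concentration, pinned · Benchmarks – positive control ellipticine, 6 µM final · Times – 3 days compound exposure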
# Starred values were filed as active, the others as inactive; ? = inconclusive; nt = not tested or not shown; & = joins results of further samples.
SMILES	Xi reactivation	ERAP1 HTS inh	LGR2 inh	PGC1a acetyl inh	SIRT5 block	Cneo AK release	Statin myotox sup	S100A4 inh HTS
C[C@H]1CN([C@@H](C)CO)C(=O)Cc2cc(NC(=O)Nc3ccc4c(c3)OCO4)ccc2O[C@H]1CN(C)C(=O)Nc1ccc2c(c1)OCO2	nt	1	nt	-22	-4	-1	-4	43
O=C1NC2(CCCCC2)C(=O)N1Cc1cc(=O)n2ccsc2n1	0.2	4	2	5	-4	nt	nt	-3
O=c1oc(-c2ccccc2)nc2sc3c(c12)CCCC3	nt	nt	-40	9	nt	-4	-39	nt
CCOc1ccc(NC(=O)CN(C)C(=O)CSCc2cccc(C)c2)cc1OCC	0.0	3	3	nt	1	-9	6	-2
Cc1cc(C(=O)NC2CC(C)(C)Cc3c2cnn3-c2cccc(F)c2)n(C)n1 (configuration not stated)	0.0	1	3	8	-1	-1	nt	6
COc1ccc(OC)c(NC(=O)CSc2nnnn2-c2ccc3c(c2)OCO3)c1	nt	8	16	-13	-1	-1	-2	1
CCCCNC(=O)c1nc(-c2ccncc2)oc1-c1ccc(OC(F)(F)F)cc1	nt	0	2	nt	9	nt	nt	-7
CO[C@H]1CN(C)C(=O)c2ccc(NC(=O)NC(C)C)cc2OC[C@H](C)N(Cc2ccccc2)C[C@@H]1C	0.0	-1	5	8	7	-2	6	-10
COc1cccc(-c2cnc3c(c2)C(=O)N([C@H](C)CO)C[C@H](C)[C@H](CN(C)C(=O)CN(C)C)O3)c1	-0.4	-5	8	7	-3	-6	-1	-45
Cc1cc(C)cc(NC(=O)COC(=O)CNC(=O)C2CCCCC2)c1	0.0	-1	-3	4	-5	nt	-3	5
Cc1cc(NC(=O)c2cc(C(C)(C)C)oc2C)no1	0.0	3	-12	-10	1	nt	9	1
O=C(Nc1cccc(F)c1)C1CCN(C(=O)NCc2ccccc2)CC1	0.3	3	4	-32	1	-1	?	0
Cc1ccc(S(=O)(=O)Nc2ccccc2C(=O)N2CCN(C)CC2)cc1	0.1	2	-5	0	-6	0	-10	0
Cc1cc(=O)oc2cc(OCC(=O)NCC3CCC(C(=O)O)CC3)ccc12 (configuration not stated)	nt	-15	13	3	-4	0	0	-2
CCc1ccc(/C=C2/C(=O)N(c3ccccc3)C(=S)N2CC(=O)OC)s1	4.2	nt	14	2	nt	-8	nt	nt
CCS(=O)(=O)c1ccc2oc(SCC(=O)Nc3ccc(OC)c(OC)c3)nc2c1	0.1	-3	-11	nt	-6	nt	nt	14
COC(=O)CC1C(=O)NCCN1C(=S)NC(=O)c1sc2ccccc2c1Cl (configuration not stated)	0.0	2	1	4	-5	nt	nt	0
CS(=O)(=O)N1[C@@H]2Cn3c(cccc3=O)[C@H]1[C@@H](C(=O)NCc1ccc(F)cc1)[C@@H]2CO	0.1	0	10	nt	7	0	4	2
CC[C@@]12C(=O)N(c3ccc(C)cc3)C(=O)N1[C@H](c1ccc(Br)cc1)[C@@H]1C(=O)N(C(C)(C)C)C(=O)[C@@H]12	0.0	1	5	1	nt	-2	-1	-2
C[C@H]1CN([C@@H](C)CO)C(=O)c2cc(NS(C)(=O)=O)ccc2O[C@@H]1CN(C)C	0.3	3	0	-3	0	0	-2	-2
CC1(c2ccc3ccccc3c2)NC(=O)N(CC(=O)N2CCN(S(=O)(=O)c3ccccc3F)CC2)C1=O (configuration not stated)	-0.1	-1	5	nt	7	-2	-4	-1
CC1c2ccccc2N(S(=O)(=O)c2ccccc2)C1C (configuration not stated)	0.2	-3	9	-10	nt	-3	2	13
COc1ccccc1C(CNC(=O)c1ccc(-c2ccccc2Cl)o1)N1CCCC1 (configuration not stated)	-0.2	1	-3	nt	-4	nt	nt	-1
C[C@H]1CN([C@@H](C)CO)C(=O)c2cccc(NC(=O)NC3CCCCC3)c2O[C@H]1CN(C)C(=O)Nc1ccccc1	-0.2	-1	12	0	2	-3	-5	17
Cc1ccc(S(=O)(=O)/N=C2\C=C(NS(=O)(=O)c3ccccc3)C(=O)c3ccccc32)c(C)c1	2.3	2	4	16	0	-2	-8	-3
OC(COc1ccc2ccccc2c1)CN1CCOCC1 (configuration not stated)	-0.1	4	-15	1	-5	-3	-2	-1
Cc1ncc([N+](=O)[O-])n1Cc1ccc(Br)cc1	0.0	17	3	nt	-2	nt	nt	0
C[C@@H]1CN([C@@H](C)CO)C(=O)Cc2cc(NC(=O)Nc3ccc(C(F)(F)F)cc3)ccc2O[C@@H]1CN(C)S(=O)(=O)c1ccccc1	-0.1	-2	2	-7	11	nt	nt	0
CO[C@H]1CN(C)C(=O)c2ccc(NC(=O)Nc3cc(F)ccc3F)cc2OC[C@@H](C)NC[C@H]1C	0.0	0	11	0	1	2	-165	27
CS(=O)(=O)c1nc(S(=O)(=O)c2ccc(Cl)cc2)c(N2CCCCC2)s1	0.2	-2	17	9	-1	4	-15	3
O=C(NC1CCCC1)c1c(O)nc2sccn2c1=O	-0.1	-3	1	nt	-1	-1	-5	-4
CCCOC1CCCN(C(=O)c2ccc(OC3CCN(C(=O)CCOC)CC3)cc2)C1 (configuration not stated)	-0.1	-7	-12	3	-3	-1	3	6
CCOc1ccc(Br)cc1C(=O)N/N=C/c1cccnc1	0.1	1	-5	-6	-3	-3	-4	-7
C/C(C=O)=C/c1ccccc1	nt	7	-8	4	nt	2	7	-3
CCOC(=O)C1(C)CCN1C(=O)c1csnn1 (configuration not stated)	0.1	-2	5	-2	-6	-4	4	61
COC(=O)c1ccc(NC(=O)NCCCl)cc1	-0.1	0	14	nt	-1	-2	-8	1
COc1ccc(NC(=O)C2CCCN(CCCc3ccccc3)C2)cc1OCC(C)C (configuration not stated)	-0.1	2	4	-23	0	-1	1	-1
CC(C)(C)NC(=O)C(=O)N/N=C/c1ccc(F)cc1	0.9	5	-2	5	-3	nt	nt	-7
Nc1cc(N)nc(SCC(=O)NC2CCCCCCC2)n1	-0.1	0	-15	-2	0	1	14	-2
CCC(=O)N1C[C@H](C)[C@H](OC)CN(C)C(=O)c2ccc(NC(=O)C3CCCCC3)cc2OC[C@@H]1C	0.6	3	-1	nt	-6	-9	9	12
CC(=O)c1ccc(NC(=O)CCCN2C(=O)C(c3ccccc3)Oc3cccnc32)cc1 (configuration not stated)	0.1	-2	-16	-2	-11	-1	20	-15
CC(=Nc1ccccc1)C1=C(O)CC(C)(C)CC1=O	0.0	-2	3	9	2	-1	-1	0
COc1ccc(S(=O)(=O)Nc2ccc3c(c2)C(=O)N([C@@H](C)CO)C[C@@H](C)[C@@H](CN(C)C(=O)Nc2ccc(C(F)(F)F)cc2)OCCCC[C@H](C)O3)cc1	0.0	-4	19	10	-1	-2	nt	20
C[C@@H]1CN([C@H](C)CO)C(=O)Cc2cc(NS(=O)(=O)c3ccc(Cl)cc3)ccc2O[C@@H]1CN(C)CC1CC1	-0.9	-1	-13	3	1	-1	-6	9
COc1cccc(-c2c(C(=O)N/N=C(\C)c3cccnc3)nnn2-c2nonc2N)c1	0.2	-2	-8	1	8	5	1	-2
Cc1ccccc1Cn1ccc(NC(=O)c2cnn3cccnc23)n1	nt	-4	-6	-4	-2	6	-12	6
COc1ccc(CNC(=O)C2CCN(S(=O)(=O)c3cccc4nonc34)CC2)cc1	0.2	1	2	-12	-7	0	6	-5
O=C(CSc1nc2ccc([N+](=O)[O-])cc2s1)c1ccc2ccccc2c1	0.0	-1	-8	nt	-1	0	1	-7
CCN(CC)c1ccc(NC(=O)c2cc3c(OC)cccc3[nH]2)cc1	0.0	-2	-10	-2	-2	-3	-67	-7
COC(CNC(=O)c1coc2nc3ccccc3nc12)OC	0.0	-7	-7	6	-5	nt	2	-20

# Going on with the list.
SMILES	Xi reactivation	ERAP1 HTS inh	LGR2 inh	PGC1a acetyl inh	SIRT5 block	Cneo AK release	Statin myotox sup	S100A4 inh HTS
O=C(CCNc1ccc(Cc2ccncc2)cc1)c1cccc([N+](=O)[O-])c1	0.4	5	11	-14	-3	nt	nt	-11
CN(C)c1nc(N/N=C/c2ccccc2O)nc(Nc2ccc(F)cc2)n1	0.0	3	15	1	-2	nt	nt	2
COc1ccccc1N=C1NC(=O)/C(=C/c2ccc(N(C)C)cc2)S1	0.0	-1	-25	-55	0	-3	14	-7
COC(=O)C1=NNC2C(=O)N(C3CCCCC3)C(=O)C12 (configuration not stated)	0.1	8	-5	-12	-3	1	11	-1
CCOc1ccc(Cl)cc1-c1cc(C(=O)NC(C)C)[nH]n1	-0.1	0	11	0	nt	3	-4	0
COc1cc(C2NC(=O)N(C)C3=C2C(=O)CCC3)cc(OC)c1OC (configuration not stated)	nt	3	-4	-15	-4	-3	-1	-4
CCNC(=O)C[C@H]1CC[C@H](NS(=O)(=O)c2ccc(C)cc2)[C@H](CO)O1	0.2	-2	3	-2	8	52	18	4
O=C1CC(c2ccc(F)cc2)CC2=C1C=Nc1ccccc1N2 (configuration not stated)	0.2	2	-4	-11	-2	nt	nt	5
CC(=O)/C(=N/Nc1ccccc1[N+](=O)[O-])N1CCCc2ccccc21	0.2	nt	0	-8	1	3	nt	1
CC(C)(C)NC(=O)NC(=O)CN1CCCCC1	0.5	3	-27	-30	-3	nt	nt	3
C[C@@H]1CCCCO[C@H](CN(C)S(=O)(=O)c2cn(C)cn2)[C@H](C)CN([C@@H](C)CO)C(=O)c2cc(NC(=O)c3ccccc3)ccc2O1	0.1&0.3	2&3	10	6&-2	-2&1	-3&0	10	-3&16
O=C(c1cccc(S(=O)(=O)NCc2ccccc2)c1)N1CCN(c2ccccc2)CC1	0.1	2	16	-3	-2	0	-23	3
Cc1ccc(O)c(NC(=O)c2noc3c2CCc2ccccc2-3)c1	0.0	3	-88	-2	0	nt	8	6
C[C@@H]1CN([C@H](C)CO)C(=O)c2cc(NC(=O)CCCN(C)C)ccc2O[C@H]1CN(C)Cc1ccc2c(c1)OCO2	0.2	1	-11	3	nt	-1	7	-4
CCCN(C)C[C@H]1Oc2ncc(-c3ccccc3F)cc2C(=O)N([C@H](C)CO)C[C@@H]1C	0.2	-1	17	-6	5	13	2	2
Cc1cc(OCc2nnc(SCC(=O)O)n2-c2ccccc2)ccc1Cl	0.2	1	5	-3	-6	7	13	-2

# Screens: PubChem, Broad Institute

# An excerpt; the hit share may differ from the screen's.
